IL1B secr inh = qHTS for Inhibitors of Inflammasome Signaling: IL-1-beta AlphaLISA Primary Screen; activity change, % at 57.5 µM; AID 743279, 2014; THP-1 LPS/ATP IL-1B secretion, AlphaLISA, 16 h; hits give low values; 4.7% of 360,000 active; in the data active means activity change below about -50%; inconclusive means mostly about -30% to -49%; further: on the % scale 0 is the no-effect control and ±100 the full control effect
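Secreted IL-1B measured by AlphaLISA bead assay after 16 h compound exposure of THP-1 cells; compounds (final up to 57.5 uM) added 1 h before LPS (250 ng/mL) and ATP (1.25 mM) stimulation; lower signal means less secretion.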
ATXN viability = Viability Counterscreen for Primary qHTS for Inhibitors of ATXN expression; S2 cells (HEK-293 line with an ATXN2-luciferase reporter) viability, CellTiter-Fluor protease fluorescence, 24 h; Potency, µM (top dose mostly 56.7 µM), most hits filed as cytotoxic; 0.49% of 400,000 active; further: potency means the concentration at half of the fitted maximal effect; nearly all actives have a fitted effect of over 40% in size
MCF10A rereplic = A quantitative high throughput screen for small molecules that induce DNA re-replication in MCF 10a normal breast cells. MCF 10A DNA re-replication, Hoechst nuclear intensity, 48 h. Potency, µM (series often up to 46.1 µM), for inactives: at the top dose activity, positive = re-replication, usual class: activators. 2.9% of 350,000 active; further: potency means the concentration at half of the fitted maximal effect; % of control where 0% means no effect; nearly all actives have a fitted effect of over 50% in size
KB-V1 cytotox = qHTS assay for MDR1-selective chemotherapeutics: Primary screen using the drug-selected MDR subline cells KB-V1 | KB-V1 MDR cells viability, CellTiter-Glo, 72 h | Potency, µM (top dose mostly 46.1 µM), inactives show at the highest dose activity change, negative = cytotoxicity, most hits filed as cytotoxic | 3.4% of 400,000 active | AID 1347076, 2019; further: potency means the concentration at half of the fitted maximal effect; on the % scale 0 is the no-effect control and ±100 the full control effect; nearly all actives have a fitted effect of over 60% in size
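KB-V1, DMEM (no phenol red) + 10% FBS; cpd pin-transferred, titration series; 72 h, 37 degrees C; CellTiter-Glo, luminescence. Data normalized, curve-fit.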
ATXN2 expr inh = Primary qHTS for Inhibitors of ATXN expression; 0.72% of 360,000 active; HEK-293 ATXN2-luciferase reporter, luminescence, 24 h; Potency, µM (titrated, usually from 57 µM), inactives show at the top dose activity change, negative = inhibition, usual class: inhibitors; further: potency means the concentration at half of the fitted maximal effect; on the % scale 0 is the no-effect control and ±100 the full control effect; nearly all actives have a fitted effect of over 55% in size
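qHTS (up to 57 uM final) was run with 24 h compound exposure of reporter cells at 37 °C. Each well was multiplexed: SteadyGlo luminescence measured ATXN2-luciferase expression after a fluorogenic Gly-Phe-AFC viability readout (25 uM final).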
SW480 rerep = A quantitative high throughput screen for small molecules that induce DNA re-replication in SW480 colon adenocarcinoma cells | 1.8% of 340,000 active | AID 624297, 2012 | Potency, µM (top dose mostly 46.1 µM), inactives show at the highest dose re-replication activation, hits mostly activators | SW480 DNA re-replication, Hoechst DNA content imaging, 48 h; further: potency means the concentration at half of the fitted maximal effect; % of control where 0% means no effect; nearly all actives have a fitted effect of over 55% in size
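Cells (250 per well) received 23 nL compound or DMSO by pin tool and were kept 48 hr at 37 C, 5% CO2. Nuclei were then stained with Hoechst for 40 min and scanned for DNA content.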
KB-3-1 cytotox = qHTS assay for MDR1-selective chemotherapeutics: Primary screen using the parental adenocarcinoma cell KB-3-1 | KB-3-1 viability, CellTiter-Glo ATP luminescence, 72 h | Potency, µM (doses to about 46.1 µM), for inactives: top-dose activity change, negative = cytotoxic, actives largely listed as cytotoxic | 1.4% of 400,000 active | AID 1347075, 2019; further: potency means the concentration at half of the fitted maximal effect; on the % scale 0 is the no-effect control and ±100 the full control effect; nearly all actives have a fitted effect of over 60% in size
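Screening of KB-3-1 cells (DMEM, 10% FBS, phenol-red free) ran from lowest to highest compound concentration; after 72 h at 37 °C viability was read luminescently and curves fitted.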
HT1080 IDH1KD tx = qHTS for induction of synthetic lethality in tumor cells producing 2HG: qHTS for the HT-1080-IDH1KD cell line | HT-1080 IDH1 knockdown viability, ATP luminescence, 48 h | Potency, µM (titrated, usually from 46.1 µM), for the others: at the highest dose activity, negative = toxicity, hits mostly cytotoxic | 2% of 360,000 active;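 further: potency means the concentration at half of the fitted maximal effect; 0% = DMSO wells and -100% = cell-free medium wells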
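CellTiter-Glo luminescence after 48 h compound exposure at 37 degrees C of IDH1-knockdown HT-1080 cells in 5% FBS RPMI. %Activity scaled between DMSO wells and cell-free media wells, with curves fitted and assigned curve classes.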
HT1080NT lethal = qHTS for induction of synthetic lethality in tumor cells producing 2HG: qHTS for the HT-1080-NT fibrosarcoma cell line; 1.6% of 360,000 active; Potency, µM (top dose mostly 46.1 µM), without a hit: at the highest dose activity, negative = less viability, most hits filed as cytotoxic; AID 686970, 2013; HT-1080-NT fibrosarcoma viability, CellTiter-Glo ATP luminescence, 48 h;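 further: NT is the 2HG producing partner of a matched IDH1 knockdown line; potency means the concentration at half of the fitted maximal effect; 0% = DMSO-treated cells and -100% = media-only wells without cells; nearly all actives have a fitted effect of over 55% in size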
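Fibrosarcoma NT cells, 750 per well in 5% FBS RPMI, were exposed to compound for 48 hours. Viability: CellTiter-Glo luminescence.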
Active calls of the source: *; i = inactive; ? = inconclusive; · = no result given; [ ] = another dose, or the depositor's remark. Unless noted, the call rests on the fitted dose curve; in most records, active means well fitted curve in the direction sought with a large enough effect; inconclusive means small, poorly fitted or top-dose-only effect, or another doubt; inactive means no such curve, though single readings can be large; an effect the other way counts as inactive or inconclusive.

Every second line gives: KB-3-1 cytotox	KB-V1 cytotox	ATXN2 expr inh	HT1080NT lethal	SW480 rerep	ATXN viability	IL1B secr inh	HT1080 IDH1KD tx	MCF10A rereplic
1. Cn1c(=O)c([N+](=O)[O-])c(NCC2CCCO2)c2ccccc21 (stereo not drawn)
  10%	?	-4%	7%	-24%	i	-6	6%	0%
2. Cc1cc(=O)oc2c(C)c(OC(C)C(=O)NCCCN3CCOCC3)ccc12 (stereo not drawn)
  -1%	0%	·	-3%	-7%	i	-9	0%	-10%
3. NC(=O)Nc1ccc(C(=O)OCC(=O)N2CCCC2=O)cc1
  -14%	0%	6%	2%[9.24 µM]	-1%	i	-11	4%	4%
4. CS(=O)(=O)Nc1ccc2c(c1)nc1n2CCOC1
  13%	22%	-2%	13%	-6%	i	6	8%	-2%
5. Cc1ccc(CNC(=O)c2ccc(S(=O)(=O)N3CCCCCC3)cc2)cc1
  3%	0%	·	-14%	·	i	43	?	·
6. Cc1nc2c(c(C)nn2-c2ccccc2)c(C)c1CCC(=O)NCCCOC(C)C
  14%	-17%	-17%	-9%	-7%	i	15	-11%	3%
7. COc1ccccc1C(=O)N/N=C/c1cnc2ccccc2n1
  ?	-9%	5%	10%	-2%	i	21	6%	2%
8. COc1ccc(-c2noc(-c3ccccc3C(=O)Nc3cccnc3)n2)cc1
  -1%	?	23%	-11%	-2%	i	-1	-9%	?
9. O=C(NCCc1ccc(C(F)(F)F)cc1)C1CCC(=O)N(CCc2cccc(F)c2)C1 (stereo not drawn)
  -2%	?	8%	0%	1%	i	14	-2%	?
10. COc1ccc(S(=O)(=O)N2CCc3ccccc3C2)cc1OC
  -2%	0%	8%	-1%	1%	i	15	-3%	9%
11. Cn1c(CBr)c(C(=O)c2ccc([N+](=O)[O-])cc2)c(=O)n(C)c1=O
  0%	-3%	-22%	13%	-13%	i	33	10%	11%
12. Cc1ccc(NC(=O)CN(C)CC(=O)N(CC(C)C)c2c(N)n(CC(C)C)c(=O)[nH]c2=O)c(C)c1
  20%	8%	9%	5%	-7%	i	-8	-1%	-2%
13. COc1ccc2c(c1)CCc1c(C(=O)N3CCCCCC3)noc1-2
  -9%	15µM*	43%[activator]	-2%	-3%	i	-11	-1%	?
14. CCOc1cc2[nH]c(=O)n(CCCC(=O)N3CCN(c4cccc(Cl)c4)CC3)c(=O)c2cc1OCC
  -10%	?	4%	·	·	i	·	·	·
15. CCC(=O)Nc1c(C)c(CC)nc2ccccc12
  -10%	8%	-3%	-13%	-14%	i	0	-15%	-12%
16. O=C(COc1ccccc1C(=O)Nc1ccccc1)c1ccc(Br)cc1
  1%	?	·	23%	-9%	i	0	18%	-11%
17. CCc1ccccc1NC(=O)Cn1c(SCc2ccc(F)cc2)nc2ccncc21
  10%	0%	11%	·	·	?	·	·	·
18. COc1ccc(NC(=O)/C(C#N)=C/c2cc(C)n(-c3ccc(N4CCOCC4)c([N+](=O)[O-])c3)c2C)cc1
  -21%	-22%	?	-3%	-5%	?	-13	3%	4%
19. c1ccc2sc(SCc3ccc(-c4nnco4)cc3)nc2c1
  -8%	?	34%[activator]	-19%	0%	i	21	?	12%
20. COc1cc2c(cc1OC)CN(C(=O)CN1C(=O)c3ccc([N+](=O)[O-])cc3C1=O)CC2
  -2%	2%	-1%	-3%	-4%	i	15	-1%	-1%
21. FC(F)(F)c1ccc(-c2cccc3c2C2CC3CCN2Cc2ccc3c(c2)OCO3)cc1 (stereo not drawn)
  0%	21%	8%	?	·	i	8	0%	·
22. CC(C)C[C@@H](CN)NC(=O)c1nc[nH]c1C(=O)N[C@@H](C)C(=O)CNC[C@H](CC(C)C)NC(=O)c1nc[nH]c1C(=O)N[C@@H](Cc1ccccc1)C(=O)O
  -5%	-16%	6%	5%	-9%	i	8	2%	-1%
23. Cc1ccc(S(=O)(=O)N2CCN(C(=O)c3sccc3-c3ccccc3)CC2)cc1
  0%	?	-6%	-1%	2%	i	0	0%	8%
24. COc1cc(C(C)=O)ccc1OCC(=O)Nc1cc(C)on1
  -6%	?	32%	0%	-7%	i	-3	13%	4%
25. Cc1ccc(S(=O)(=O)NCC(=O)NCCc2c[nH]c3ccccc23)cc1C
  ·	·	-15%	-10%	-2%	i	-1	-17%	-17%
26. Cc1ccc(F)c(S(=O)(=O)NC(=O)C2(C)CCN2C(=O)Cc2cccs2)c1 (stereo not drawn)
  0%	4%	-2%	4%	·	i	-4	12%	·
27. O=C(N/N=C/c1ccco1)c1ccccn1
  -7%	1%	26%	14%	-2%	i	-11	0%	-14%
28. O=C(CN1CCCCCC1)N/N=C/c1cccc(Cl)c1
  1%	-26%	9%	2%	-2%	i	1	3%	1%
29. Nc1ccn(C2CCCCO2)c(=O)n1 (stereo not drawn)
  0%	14%	8%	2%	5%	i	3	6%	1%
30. Fc1ccc(-c2noc3ncnc(N4CCCCC4)c23)cc1
  9%	-9%	11%	·	·	i	·	·	·
31. CCN1CCN(C(=S)NCC2CCCO2)CC1 (stereo not drawn)
  1%	-3%	·	13%	10%	i	?	0%	-1%
32. Cc1c(-c2nc(-c3cccnc3)no2)cccc1[N+](=O)[O-]
  1%	-9%	13%	-25%	-3%	i	19	-25%	-2%
33. CCCN(CCC)CCCNC(=O)C1c2cc(OC)c(OC)cc2C(=O)N(C)C1c1cccnc1 (stereo not drawn)
  2%	-6%	-16%[11.3 µM]	0%	-22%	i	?	2%	8%
34. COc1ccc(Cl)cc1NC(=O)CN(C)C(=O)C1COc2ccccc2O1 (stereo not drawn)
  0%	16µM*	-15%	-9%	-2%	?	4	-4%	8%
35. Cn1c(=O)c2c(ncn2CCC(=O)N/N=C/c2ccccc2)n(C)c1=O
  -5%	-3%	-15%	14%	-50%[inhibitor]	i	·	10%	-19%
36. CCN(Cc1ccccc1)C(=O)c1cccc(S(=O)(=O)N2CCN(c3ccc(F)cc3)CC2)c1
  -19%	?	-13%	-7%	1%	i	-26	-11%	16%
37. Cc1cccc(NC(=O)COc2coc(CN3CCN(Cc4ccccc4)CC3)cc2=O)c1
  -12%	0%	-17%	-14%	10%	i	-6	-12%	0%
38. O=C(COC(=O)c1cc(Cl)ccc1O)NCCC1=CCCCC1
  5%	7%	0%	-1%	-5%	i	16	12%	-5%
39. O=C(Cn1nc2n(c1=O)-c1ccccc1SC2)N/N=C/c1cccs1
  -4%	-23%	-8%	-2%	-58%[inhibitor]	?	·	-1%	-1%
40. O=C1CCN(S(=O)(=O)c2ccccc2)CCN1CCOCc1ccccc1
  5%	-5%	8%	0%	14%	i	-2	-1%	-18%
41. CC(C)n1c(N)c(C#N)c2ccc([N+](=O)[O-])cc2c1=O
  24%	7%	5%	?	0%	i	-2	?	?
42. O=C(Nc1ccc(S(=O)(=O)N2CCOCC2)cc1)c1cc(-c2cc(Cl)ccc2O)n[nH]1
  12µM*	?	·	?	?	?	?	16µM*	?
43. CCCCC[n+]1cccc2c3ccccc3ccc21
  ?	13%	?	?	-5%	i	-77*	9.2µM*	8%
44. CCCNC(=O)c1onc(CSc2ccc(F)c(F)c2)c1C(=O)NCCC
  0%	-12%	-15%	7%	-8%	i	1	2%	10%
45. Cn1c(=O)c2c(nc(N3CCc4ccccc4C3)n2C)n(C)c1=O
  -12%	?	-19%	2%	-25%	i	69	8%	-4%
46. COc1ccc(CCNc2oc(-c3ccccc3OC)nc2C#N)cc1OC
  -2%	?	-6%	2%	-2%	i	-11	-1%	?
47. O=C(CC(=O)c1cccs1)c1ccncc1
  18%	?	21%	0%	-4%	i	-10	-2%	-41%[inhibitor]
48. CCCCCOC(=O)Cn1c(=O)oc2ccc(C)cc21
  -1%	20%	8%	3%	-4%	i	10	0%	9%
49. CCCCC(=O)Nc1ncc(Br)s1
  0%	-1%	12%	-1%	17%	i	-7	?	?
50. CCC(=O)Nc1c(C)nn(-c2ccc(C)c(C)c2)c1C
  7%	-29%	15%	9%	-3%	i	10	4%	-43%[inhibitor]
51. Cc1cc(C)nc(-n2nc(C)cc2NC(=O)CN2CCc3ccccc3C2)n1
  -7%	?	?	?	12%	?	23	1.6µM*	?
52. COC(=O)CC1C(=O)NCCN1Cc1cn(-c2ccc(C)cc2)nc1-c1cccc(C)c1 (stereo not drawn)
  16%	22%	5%	1%	-3%	i	?	-12%	4%
53. COc1cc(/C=C2/C(=N)N3OC(C)=CC3=NC2=O)ccc1OC(=O)c1ccco1
  2%	-6%	9%[11.3 µM]	2%	-7%	i	33	2%	-18%
54. COc1ccc(CNc2ncc(-c3cccc([N+](=O)[O-])c3)n2C)c(OC)c1OC
  5%	-3%	·	?	5%	i	-2	4%	-1%
55. C[N+]1(CC(=O)Nc2ccccc2Cl)CCN(C(=O)c2cccs2)CC1
  0%	11%	-7%	6%	-9%	i	-29	12%	5%
56. O=C1OC[C@@H]2CCCN2C(=O)[C@H](CC(=O)N(CCO)Cc2ccccc2)C/C=C\C[C@H]1Cc1ccc(F)cc1
  14%	-11%	3%	-4%	-1%	i	-2	-1%	-8%
57. C=CCn1c(C)nnc1SCC(=O)N1CCN(S(=O)(=O)c2ccccc2)CC1
  6%	0%	-16%	0%	9%	i	60	-10%	6%

Rows were taken by chance; 11% or so of the library scored in one or more.
